Pf growth 48h: Primary qHTS for delayed death inhibitors of the malarial parasite plastid, 48 hour incubation | P. falciparum luciferase growth in erythrocytes, 48 h | Potency, µM (doses to about 28.7 µM), without a hit: at the top dose activity change, negative = inhibition, usual class: inhibitors | actives 5.9% (n = 310,000); also: potency is read from the fitted curve at half-maximal effect; % is scaled to controls: 0 for no effect and ±100 for the full control effect
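Read-out is firefly luciferase luminescence from an integrated reporter in P. falciparum, so falling signal marks reduced parasite growth. Infected erythrocytes were at 2% hematocrit and 0.1% parasitemia (final) in Albumax-supplemented RPMI 1640.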
Shiga toxin inh: A qHTS for Small Molecule Inhibitors of Shiga Toxin | Vero cells, Shiga toxin protein synthesis inhibition reporter | AID 2315, 2010 | actives 9.2% (n = 290,000) | inhibition, % at 38.7 µM; in the data active = inhibition mostly above about 28%, no sharp cut-off; inactive = mostly below about 43%; also: 0% is about no effect
LmPK inhibitor: qHTS Assay for Inhibitors of Leishmania Mexicana Pyruvate Kinase (LmPK). purified LmPK, Kinase-Glo ATP luminescence, 1 h. AID 1721, 2009. actives 0.37% (n = 290,000). Q27686. Potency, µM (titrated, usually from 57.5 µM), without a hit: at the top dose activity change, negative = inhibition, usual class: inhibitors; also: potency is read from the fitted curve at half-maximal effect; % is scaled to controls: 0 for no effect and ±100 for the full control effect
Target sequence (Q27686 whole entry, looked up): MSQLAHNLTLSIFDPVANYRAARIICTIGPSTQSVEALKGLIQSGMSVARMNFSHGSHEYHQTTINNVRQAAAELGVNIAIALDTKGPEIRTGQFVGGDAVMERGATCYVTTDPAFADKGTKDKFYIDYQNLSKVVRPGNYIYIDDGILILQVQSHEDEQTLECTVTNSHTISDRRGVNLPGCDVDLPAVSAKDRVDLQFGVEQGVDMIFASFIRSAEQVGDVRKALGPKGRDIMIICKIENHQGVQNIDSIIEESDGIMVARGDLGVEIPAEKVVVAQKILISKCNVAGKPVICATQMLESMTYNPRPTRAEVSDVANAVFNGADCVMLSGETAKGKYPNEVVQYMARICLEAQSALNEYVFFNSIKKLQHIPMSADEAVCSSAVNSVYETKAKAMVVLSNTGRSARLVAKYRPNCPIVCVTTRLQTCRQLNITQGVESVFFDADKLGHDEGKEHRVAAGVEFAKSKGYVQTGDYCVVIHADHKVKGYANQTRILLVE
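Purified LmPK (0.1 nM) converted ADP (0.1 mM) to ATP with PEP (0.5 mM) in imidazole buffer pH 7.2 with KCl and MgCl2, 1 h at room temperature. ATP was read by Kinase-Glo luminescence; data normalized to uninhibited and no-enzyme controls.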
AmpC inh no detg: qHTS Inhibitors of AmpC Beta-Lactamase (assay without detergent). P00811. AmpC nitrocefin hydrolysis, absorbance 480 nm, 0.0001% Triton. Potency, µM (top dose mostly 57.1 µM), for the others: top-dose activity change, negative = inhibition, most hits filed as inhibitors. actives 0.52% (n = 330,000). AID 485341, 2010;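 also: potency is read from the fitted curve at half-maximal effect; plate controls were no compound for no effect and no enzyme for full effect; nearly all actives have a fitted effect of over 20% in size; some results filed as inactive show a strong effect at the top dose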
Target sequence (P00811 whole entry, looked up): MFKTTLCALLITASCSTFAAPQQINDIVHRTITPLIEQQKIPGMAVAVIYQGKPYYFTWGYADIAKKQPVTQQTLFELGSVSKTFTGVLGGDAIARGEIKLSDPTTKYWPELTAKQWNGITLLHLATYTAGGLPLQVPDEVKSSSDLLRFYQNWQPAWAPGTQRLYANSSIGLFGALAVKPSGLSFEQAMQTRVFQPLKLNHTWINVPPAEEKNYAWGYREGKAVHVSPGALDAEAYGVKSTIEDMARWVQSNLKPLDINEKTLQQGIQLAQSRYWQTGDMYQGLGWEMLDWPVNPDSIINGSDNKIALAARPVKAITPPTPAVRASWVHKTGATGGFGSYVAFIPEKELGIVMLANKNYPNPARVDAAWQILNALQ
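20 mM phosphate pH 7.0 + 0.01% (detergent screen) or 0.0001% Triton X-100; 5.3 nM AmpC reagent; cpd preinc 15 min RT; nitrocefin (800 uM stock) to start; A480 q20 s × 4 min; Activity was normalised to no-enzyme and no-compound control wells.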
Cycloheximide cs: Cycloheximide Counterscreen for Small Molecule Inhibitors of Shiga Toxin. actives 12% (n = 300,000). AID 2314, 2010. max response, %. cell reporter, cycloheximide protein synthesis inhibition counterscreen; in the data active = max response mostly above about 13%, no sharp cut-off; inactive = mostly below about 14%; also: read at 38.3 µM for the half of the compounds with a filed dose; 0% is about no effect
Tb PYK inh: qHTS of Trypanosoma Brucei Inhibitors. pyruvate kinase (Trypanosoma brucei), Q57TT1. TbPYK enzyme, Kinase-Glo Plus ATP luminescence, 45 min. Potency, µM (titrated, usually from 76.8 µM), for the others: at the top dose activity, negative = inhibition, hits mostly inhibitors. actives 0.12% (n = 410,000). AID 624173, 2012; also: potency is read from the fitted curve at half-maximal effect; % is scaled to controls: 0 for no effect and ±100 for the full control effect; nearly all actives have a fitted effect of over 50% in size
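Activity of T. brucei pyruvate kinase was followed by Kinase-Glo Plus luminescence after the enzyme reacted 45 min at room temperature with 130 uM ADP (final) and substrate. Test compounds were added before ADP at multiple concentrations.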
Pf growth 96h: Primary qHTS for delayed death inhibitors of the malarial parasite plastid, 96 hour incubation | Potency, µM (doses to about 28.7 µM), for inactives: at the top dose activity change, negative = inhibition, actives largely listed as inhibitors | P. falciparum luciferase reporter growth, 96 h | actives 6.9% (n = 320,000); also: potency is read from the fitted curve at half-maximal effect; % is scaled to controls: 0 for no effect and ±100 for the full control effect
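Erythrocytes infected with luciferase-expressing P. falciparum were dispensed at 2% hematocrit and 0.05% parasitemia (final), then incubated with compounds 96 hours at 37 C in 5% CO2. Luminescence after detection reagent addition reported growth.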
* = called active by the depositor; u = inconclusive; x = not tested or not shown; & = joins results of further samples; [ ] = another dose, or the depositor's remark. Unless noted, calls follow the shape of the dose curve; as a rule, active = well fitted curve in the direction sought with a large enough effect; inconclusive = small, poorly fitted or top-dose-only effect, or another doubt; inactive = no such curve, though single readings can be large; an effect the other way counts as inactive or inconclusive. Hits appear at their usual frequency, and some 22% of all compounds hit somewhere here.

Each structure is followed by: Pf growth 48h, Shiga toxin inh, LmPK inhibitor, AmpC inh no detg, Cycloheximide cs, Tb PYK inh, Pf growth 96h
[1] COc1ccc(C2C3=C(CC(C)(C)CC3=O)Oc3ncn(CCCn4ccnc4)c(=N)c32)cc1 (centres undefined)
    9.3µM*, -10, 0%, 66%[activator], 2, 16%, 5.2µM*
[2] NNC(=O)c1cc2ccccc2cc1NS(=O)(=O)c1ccccc1
    5.9µM*, -3, -3%, -42%, 2, -2%, u
[3] COc1ccccc1NC(=O)COn1nnc2ccc(S(=O)(=O)N3CCOCC3)cc21
    -10%, 46, 1%, -2%, 6, -5%, -4%
[4] Cc1c(Cl)cccc1NC(=O)CCN1CCCCCC1
    3%, -7, -3%, 18%, -2, 1%, -29%
[5] CC12C(=O)N(c3ccc(C(=O)N4CCOCC4)cc3)C(=O)C1C1c3ccccc3C2c2ccccc21 (centres undefined)
    -12%, -4, 3%, -17%, -1, x, 18%
[6] CCC(=O)N1CCc2cc(S(=O)(=O)NC(C(=O)NC3CCCc4ccccc43)C(C)C)ccc21 (centres undefined)
    u, 2, 1%, 10%, -3, 1%, 298%[activator]
[7] O=C1C2C(c3ccccc3)(C(=O)N1c1ccc(Cl)cc1)C2(c1ccccc1)c1ccccc1 (centres undefined)
    4.1µM*, 10, 5%, -28%, -3, 10%, u
[8] COc1cc(Cl)c(CN2CCCC(CO)(Cc3ccccc3)C2)cc1OC (centres undefined)
    u, x, 11%, 49%, -1, 0%, u
[9] O=C(CC(c1ccccc1)c1ccccc1)Nc1ccc2c(c1)OCCO2
    u, 49, -1%, -36%, 16, 1%, 59%[activator]
[10] OCCNCc1ccc(-c2ccccc2)cc1
    11%, -8, 1%, -14%, 1, -8%, 28%

Reformatted in markdown: part of the list above.
| nr | Compound | Pf growth 48h | Shiga toxin inh | LmPK inhibitor | AmpC inh no detg | Cycloheximide cs | Tb PYK inh | Pf growth 96h |
| --- | --- | --- | --- | --- | --- | --- | --- | --- |
| 8 | COc1cc(Cl)c(CN2CCCC(CO)(Cc3ccccc3)C2)cc1OC (centres undefined) | u | x | 11% | 49% | -1 | 0% | u |
| 3 | COc1ccccc1NC(=O)COn1nnc2ccc(S(=O)(=O)N3CCOCC3)cc21 | -10% | 46 | 1% | -2% | 6 | -5% | -4% |

Next part.
Each structure is followed by: Pf growth 48h, Shiga toxin inh, LmPK inhibitor, AmpC inh no detg, Cycloheximide cs, Tb PYK inh, Pf growth 96h
[11] O=C(Nc1cccnc1)c1cc(-c2ccc(F)cc2)on1
    414%[activator], 92*, -11%, -24%, 53*, -1%, u
[12] CCc1ccc2[nH]c(=O)c(-c3ccccc3)c(O)c2c1
    1%, x, -2%, -10%, 1, 2%, u
[13] CCc1nc2oc3ccccc3c(=O)c2cc1C(=O)OC
    118%[activator], 51*, -7%, -16%, 24*, -1%, 49%[activator]
[14] CCc1nnc(SCC(=O)N2CCc3ccccc32)n1CC
    1%, -1, -2%, 1%, -3, -3%, u
[15] CCC1CN(C(=O)N2CCC(C(=O)NCc3ccccc3C)CC2)c2ccccc2O1 (centres undefined)
    u, -5, -13%, 152%[activator], -10, -7%&-11%, u
[16] O=C(NC(=S)Nc1ccccc1N1CCOCC1)c1cccc([N+](=O)[O-])c1
    u, 18, -4%, -19%, 2, -2%, u
[17] Cc1c2cnn(CC(=O)NCCN3CCOCC3)c(=O)c2c(C)n1Cc1ccccc1
    6%, -2, -3%, 0%, -5, 1%, 9%
[18] O=C(Cn1cnc([N+](=O)[O-])c1)c1ccc(Cl)cc1
    25%, x, x, -31%, x, 0%, 68%[activator]
[19] CCC(C)(C)n1nnnc1C(c1ccc2ncccc2c1)N1CCCCCC1 (centres undefined)
    6%, 13, -1%, -14%, 0, 0%, 8%
[20] Cc1nn(-c2ccccc2)c(C)c1/C=N/NC(=O)c1cc(-c2ccccc2)n[nH]1
    15µM*, 14, 2%, 66%[activator], 7, -10%, 9.3µM*
[21] NC(=O)c1cc2ccccc2o/c1=N/NC(=O)c1ccccc1
    30%[activator], 27, 1%, -18%, 2, -2%, -21%
[22] CC(/C=C1\SC(=S)N(CCC(=O)Nc2cccc(C(=O)O)c2)C1=O)=C\c1ccccc1
    u, 2, -1%, -32%, -8, 0%, u
[23] O=C(CNC(=O)c1ccco1)NCC(c1ccco1)N1CCCCC1 (centres undefined)
    -27%, x, x, -15%, x, -7%, -27%
[24] CCOC(=O)/C(=C/Nc1ccc(F)c(F)c1)[N+](=O)[O-]
    2%, -9, -6%, 9%, -1, 0%, 26%
[25] COCCNC(=O)c1ccc(-n2c(SCc3cc(F)ccc3F)nc3ccccc3c2=O)cc1
    u, -9, 5%, 26%, -7, 1%, 28%
[26] CN1C(=O)CSc2ccc(NC(=O)NCc3ccc(F)cc3)cc21
    u, 23, 0%, -51%, -1, -4%, u
[27] O=C(OCc1c(Cl)cccc1Cl)c1ccccn1
    19%, -18, -1%, -14%, -2, -5%, 0%
[28] COc1cc(/C=N/NC(=S)NC2CC3CCC2C3)ccc1O (centres undefined)
    0%, 36, 3%, u, 34*, 2%, u
[29] COc1ccc(-c2csc(NC(=O)CSCC(=O)Nc3cc(C)on3)n2)cc1OC
    u, x, x, -25%, x, -7%, u
[30] COC(=O)c1cc(C)sc1NC(=O)C1CC=CCC1C(=O)O (centres undefined)
    6%, -1, 0%, -14%, -1, -2%, x
[31] COc1cc(F)ccc1S(=O)(=O)NCc1cccnc1
    3%, x, -2%, -14%, 5, -2%, 21%
[32] Cc1c(NC(=O)c2ccc3c(c2)C(=O)N(CC2CCCO2)C3=O)cccc1C(=O)O (centres undefined)
    -1%, -5, 0%, -1%, 1, 8%, 19%
[33] O=C(NCc1ccccn1)c1cc(-c2ccccc2Cl)nc2ccccc12
    9.3µM*, -13, 1%, -10%, -5, -5%, u
[34] O=C(c1ccco1)N1CCN(c2ncnc3c2oc2ccccc23)CC1
    57%[activator], 63*, -1%, -1%, 41*, -3%, x
[35] COc1ccc(Nc2nc(N)nc(CN3CCC(C)CC3)n2)cc1
    9%, 18, -9%, -26%, 4, -1%, -3%
[36] CCOc1ccc(-n2c(=O)c3sccc3n(Cc3cccc([N+](=O)[O-])c3)c2=O)cc1
    -24%, -12, -3%, -11%, -4, -9%, u
[37] CCc1cccc(NC(=O)Cn2c(=O)n(CCC(=O)NCC3CCCO3)c(=O)c3cc(OC)c(OC)cc32)c1 (centres undefined)
    -9%, -6, 13%, 74%[activator], -4, 0%&2%, -14%
[38] O=C(NC1CC1)c1cc(=O)c2ccccc2o1
    15%, -16, 2%, -11%, -2, 0%, 42%[activator]
[39] Cn1ncc(Cl)c1C(=O)N1CCN(c2ncccn2)CC1
    -24%[1.15 µM], -7, 2%, -13%, -7, 1%, -40%[5.75 µM]
[40] O=C(CCCn1c(=O)c2cccn2c2cccnc21)N1CCN(c2ccccc2F)CC1
    u, 4, 0%, -4%, 8, 0%, u
[41] CCOC(=O)N1CCC(Nc2c(Nc3ccc(F)cc3)c(=O)c2=O)CC1
    10µM*, -6, 4%, -22%, 1, 1%, u
[42] c1ccc(-c2nc3ccccc3c3nc4ccccc4n23)cc1
    13%, -15, -4%, -24%, -7, 2%, -15%
[43] O=C(COC(=O)Cc1cccc2ccccc12)Nc1ccccc1-c1ccccc1
    -4%, -11, 0%, -24%, -1, -7%, -25%
[44] Cc1onc(-c2c(F)cccc2Cl)c1C(=O)NC1C(=O)N2C1SC(C)(C)C2C(=O)O (centres undefined)
    -14%, x, x, x, x, -2%, -23%
[45] O=S(=O)(c1cccs1)n1cccn1
    12%, -8, 4%, -30%, -1, 2%, x
[46] COc1ccc(-c2cc([C@H]3[C@@H]4C=CCC[C@@]4(C)C(=O)N3Cc3ccccc3)ccc2F)cc1
    u, 14, 6%, 36%, 6, 4%, u
[47] Cc1cc(C)cc(NC(=S)NC(=O)CCN2C(=O)c3ccccc3C2=O)c1
    11%, -9, 0%, -54%, 2, -5%, 50%[activator]
[48] Cc1cccc(-n2c(N)cc(=O)nc2SCC(=O)Nc2nnc(C)s2)c1
    -20%, -6, -3%, -2%, -2, -6%, x
[49] CN(C)c1cc[n+](Cc2c(Cl)cccc2Cl)cc1
    4.7µM*, -6, -3%, -9%, -5, 1%, 0.37µM*
[50] COc1cccc(CNC(=O)C2CCCN(S(=O)(=O)c3c(C)[nH]c(=O)[nH]c3=O)C2)c1 (centres undefined)
    13%, 25, -2%, -8%, 4, 0%, x

Record cards (already shown). Order of values: Pf growth 48h	Shiga toxin inh	LmPK inhibitor	AmpC inh no detg	Cycloheximide cs	Tb PYK inh	Pf growth 96h
COc1ccc(-c2cc([C@H]3[C@@H]4C=CCC[C@@]4(C)C(=O)N3Cc3ccccc3)ccc2F)cc1 in the list: u	14	6%	36%	6	4%	u
O=C(COC(=O)Cc1cccc2ccccc12)Nc1ccccc1-c1ccccc1 in the list: -4%	-11	0%	-24%	-1	-7%	-25%
CN(C)c1cc[n+](Cc2c(Cl)cccc2Cl)cc1 in the list: 4.7µM*	-6	-3%	-9%	-5	1%	0.37µM*
O=S(=O)(c1cccs1)n1cccn1 in the list: 12%	-8	4%	-30%	-1	2%	x
CCOC(=O)N1CCC(Nc2c(Nc3ccc(F)cc3)c(=O)c2=O)CC1 in the list: 10µM*	-6	4%	-22%	1	1%	u

Taken from above:
`CCc1nc2oc3ccccc3c(=O)c2cc1C(=O)OC` – LmPK inhibitor = -7%
`Cc1cc(C)cc(NC(=S)NC(=O)CCN2C(=O)c3ccccc3C2=O)c1` – Cycloheximide cs = 2
`O=C(c1ccco1)N1CCN(c2ncnc3c2oc2ccccc23)CC1` – LmPK inhibitor = -1%

(next part)
Each structure is followed by: Pf growth 48h, Shiga toxin inh, LmPK inhibitor, AmpC inh no detg, Cycloheximide cs, Tb PYK inh, Pf growth 96h
[51] Cc1ccc(-n2c3nc(=O)[nH]c(=O)c-3cc3c(C)nn(-c4ccccc4)c32)c(C)c1
    u, 2, 2%, 1%, -2, 1%&-10%, u
[52] CCc1nc(SCC(=O)NCC2CCCO2)c2c(=O)n(C)c(=O)n(C)c2n1 (centres undefined)
    1%, 0, 1%, -8%, -2, 4%, 7%
[53] CC(=O)Nc1ccc(-c2csc(NCc3ccco3)n2)cc1
    162%[activator], 44*, 2%, -27%, 48*, -8%, 0%
[54] CCOC(=O)/C(C#N)=C/c1cn(CCC(=O)O)nc1-c1cccc(Br)c1
    -2%, -7, 12%, -5%[11.4 µM], 4, -2%, 0%
